Rac1 GTP hydrolysis – MgcRacGAP GTPase-activating activity inhibitors, confirmation, biochemical, ADP Hunter fluorescence | Rac GTPase-activating protein 1 (Homo sapiens) | MgcRacGAP-stimulated Rac1 GTP hydrolysis, ADP Hunter fluorescence; higher % means a stronger effect; GST-tagged Rac1 F28L mutant substrate | one-dose inhibition, % at 30 µM; IC50 in µM for titrated hits | 340,000 tested, 0.6% active;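 active = first-screen hits whose inhibition reached a set limit at any dose in the follow-up dose series; inconclusive = inhibition above the set first-screen limit but never retested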;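 also: fluorescence reports GDP produced by GAP-driven GTP hydrolysis; strong numbers were not always called active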
RSV CPE inhibition – RSV antiviral activity via CPE protection, HEp-2 cells, primary 10 µM value included (AID 2391). HEp-2 cells, RSV-induced CPE inhibition; higher % means a stronger effect. one-dose CPE inhibition, % at 10 µM; IC50 in µM for titrated hits. 310,000 tested, 0.13% active; in the data active = a potency from the dose series; inconclusive = CPE inhibition mostly from about 23% at the one dose, without a potency; inactive = the rest, 99 in 100 with CPE inhibition below about 21%; also: strong numbers were not always called active
UTI89 phage lysis – inhibition of K1F phage lysis, E. coli UTI89, bacterial capsule biogenesis inhibitors, alamar blue (AID 488966). 340,000 tested, 0.02% active. E. coli UTI89 K1F phage lysis, alamar blue, 2 h; higher % means a stronger effect. one-dose inhibition, % at 100 µM; IC50 in µM for titrated hits;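 active = phage lysis inhibition, versus mean bacterial control, above a set limit; inconclusive = no clear call, values can overlap the other calls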;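 also: capsule biogenesis inhibitors block K1F phage lysis so surviving cells raise fluorescence; higher fluorescence means more inhibition of phage lysis; actives were called in the ten point dose series up to 300 µM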
AID2073 – inhibitors of Mint1-CaV2.2 protein interaction, biochemical, HTRF (AID 2073); Voltage-dependent N-type calcium channel subunit alpha-1B (Homo sapiens); HTRF protein-protein interaction, Mint1-CaV2.2; higher % means a stronger effect; inhibition, % at 20 µM; hits with a dose series show IC50 in µM; 290,000 tested, 0.19% active; in the data active = inhibition mostly above about 51%, no sharp cut-off; inconclusive = no clear call, values can overlap the other calls; inactive = mostly below about 53%; also: some results filed as inactive read as strong as hits
NTR1 ag – agonists of NTR1, primary screen, imaging, U2OS cells, beta-arrestin-GFP, high content (AID 493036); Neurotensin receptor type 1 (Homo sapiens), P30989; NTR1-U2OS beta-arrestin-GFP spot imaging, agonist mode; activation, % at 20 µM; 330,000 tested, 0.17% active;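 active = activation at or above 40% of the spot to cytoplasm intensity ratio, with at least 20 cells analyzed; inconclusive = wells under 20 cells, flagged as cytotoxic or low count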;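 also: 0% = DMSO without peptide and 100% = 100 nM NTR1 peptide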
Target sequence (P30989 whole entry, looked up): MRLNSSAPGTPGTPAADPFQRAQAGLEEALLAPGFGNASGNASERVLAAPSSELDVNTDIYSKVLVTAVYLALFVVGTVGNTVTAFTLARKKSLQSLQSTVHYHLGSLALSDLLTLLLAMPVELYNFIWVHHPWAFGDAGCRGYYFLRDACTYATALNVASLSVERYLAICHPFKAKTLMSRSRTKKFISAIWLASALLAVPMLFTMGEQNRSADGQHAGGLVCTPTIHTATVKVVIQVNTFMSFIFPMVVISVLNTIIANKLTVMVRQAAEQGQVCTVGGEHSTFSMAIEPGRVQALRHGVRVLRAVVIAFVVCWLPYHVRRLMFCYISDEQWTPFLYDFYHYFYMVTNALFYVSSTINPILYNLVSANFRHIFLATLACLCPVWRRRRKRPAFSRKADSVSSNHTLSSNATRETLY
West Nile antiviral – West Nile virus antiviral activity, cell-based, CPE readout (AID 1621). West Nile virus-infected cells, CPE inhibition; higher % means a stronger effect. one-dose CPE inhibition, % at 10 µM; IC50 in µM for titrated hits. 290,000 tested, 0.02% active; in the data active = a potency from the dose series; inconclusive = CPE inhibition mostly from about 3.7% at the one dose, without a potency; inactive = the rest, 99 in 100 with CPE inhibition below about 2.2%; also: strong numbers were not always called active
SIAH1 antagonists – Siah-1 peptide-binding antagonists, primary screen, biochemical, fluorescence polarization, rhodamine-plectin, uHTS (AID 1817); Siah-1 / rhodamine-plectin peptide fluorescence polarization; higher % means a stronger effect; E3 ubiquitin-protein ligase SIAH1 (Homo sapiens); 290,000 tested, 0.02% active; displacement, % at 20 µM; hits with a dose series show IC50 in µM;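 active = displacement of at least 50% at 20 µM, with a fluorescence ratio check between 0.3 and a set limit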;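 also: plate controls were Siah plus tracer with DMSO for no effect and tracer alone without Siah for full effect; strong numbers were not always called active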
NS5 inhibitors – Dengue-2 NS5 methyltransferase inhibitors, primary screen, biochemical, confirmation dose response (AID 588689). Dengue-2 NS5 methyltransferase capping enzyme assay, biochemical; higher % means a stronger effect. one-dose inhibition, % at 25 µM; IC50 in µM for titrated hits. 340,000 tested, 0.3% active; in the data active = a potency from the dose series; inconclusive = inhibition above about 29% without an active follow-up result
Large T inhibition – SV40 large T antigen inhibitors, biochemical (AID 1903). one-dose inhibition, % at 20 µM; IC50 in µM for titrated hits. 310,000 tested, 0.39% active. SV40 large T antigen ATPase/helicase inhibition assay; higher % means a stronger effect; in the data active = a potency from the dose series; inconclusive = inhibition mostly from about 32% at the one dose, without a potency; inactive = the rest, 99 in 100 with inhibition below about 32%; also: strong numbers were not always called active
NTR1 ag cell count 20 µM – also measured in NTR1 ag; calls as there; cell count; measured here: cell count, cytotoxicity flag
* = called active by the depositor; ? = inconclusive; nt = no result given; [ ] = remark or other dose. Compounds were not picked by outcome. Share with any hit: about 1.6%.

SMILES | Rac1 GTP hydrolysis | RSV CPE inhibition | UTI89 phage lysis | AID2073 | NTR1 ag | NTR1 ag cell count 20 µM | West Nile antiviral | SIAH1 antagonists | NS5 inhibitors | Large T inhibition
Cc1cccc(NC(=S)NC2CC3CCC(C2)N3Cc2ccco2)c1C (stereo unspecified) | 1% | -1.8% | 0.0% | -3% | 0.4 | 43 | -1.1% | 6% | -1% | 2%
COc1cc(NC(=O)c2ccccc2F)c(OC)cc1NC(=O)CN1CCCCC1 | 5% | 0.7% | -0.3% | 0% | 10 | 67 | -0.9% | 4% | -2% | 6%
N/C(=N\OC(=O)CCc1ccccc1)c1ccc(Cl)cc1 | -2% | -0.8% | -1.0% | 9% | 4.4 | 46 | 0.0% | 5% | -8% | 1%
CCC(=O)N1CCN(c2ccc(NC(=O)COc3ccccc3Cl)cc2)CC1 | 7% | 4.6% | -0.5% | 5% | 0.1 | 70 | -1.1% | -2% | -7% | 4%
Clc1cccc(-c2nc(NCCCN3CCOCC3)c3ccccc3n2)c1 | 10% | 7.6% | 0.7% | -12% | 2.1 | 46 | -0.3% | -7% | -17% | 5%
COc1ccc(S(=O)(=O)Nc2cccc(N(C)S(C)(=O)=O)c2)cc1Br | 7% | 7.2% | -0.1% | 6% | 1.8 | 47 | -0.8% | -3% | -8% | 4%
Cn1cccc1CC(=O)NNC(=S)NC(=O)c1ccc(F)cc1 | 9% | 2.0% | 0.3% | -41% | 0.4 | 58 | 0.2% | -9% | 5% | 8%
CCC(=O)N1CCN(c2ccnc3cc(Cl)ccc23)CC1 | 7% | nt | 0.7% | 3% | -0.3 | 60 | -0.2% | 0% | -1% | 20%
Cc1ccccc1NC(=O)C1CCN(C(=O)NC2CCCCC2)CC1 | 4% | 5.3% | 0.0% | 3% | -0.2 | 48 | 0.2% | 1% | -3% | 3%
O=C(CSc1nnc(Cc2ccccc2)o1)NCCc1ccccc1 | 7% | -0.5% | 0.1% | 7% | 0.2 | 40 | -0.4% | -1% | -3% | 18%
Cc1ccc(S(=O)(=O)NCCC(=O)Nc2ccc(S(=O)(=O)NC(C)C)cc2)cc1 | 2% | 0.4% | -0.3% | -4% | 3.0 | 58 | -0.1% | 12% | -5% | 3%
Cc1nc2cc(C(F)(F)F)ccc2n1CCNc1nc(-c2cc(Cl)c(N)c(Cl)c2)cs1 | -1% | 43% | 2.5% | -3% | 14 | 88 | -0.6% | 1% | 36% | 14%
CCOc1ccc(NC(=O)C2CCCN(S(=O)(=O)c3ccc4c(c3)CC(C)N4C(C)=O)C2)cc1 (stereo unspecified) | 11% | 2.3% | 0.2% | 5% | 0.5 | 62 | 0.1% | 2% | -8% | 9%
Cc1ccc2[nH]c3c(c2c1)CN(C(=O)CN1CCN(c2ccccn2)CC1)CC3 | 5% | 16% | 1.4% | 13% | 2.9 | 84 | 0.2% | -2% | 12% | 7%
O=C(Nc1ccccc1)NC1CCCc2ccccc21 (stereo unspecified) | 4% | 0.9% | 0.2% | 5% | -2.0 | 93 | -0.5% | 9% | -12% | 11%
CC1CCC(NC(=O)C2CCC(CNS(=O)(=O)c3cccc4nsnc34)CC2)CC1 (stereo unspecified) | 16% | 0.1% | 0.1% | 3% | -0.7 | 68 | 0.1% | 0% | 1% | 3%
Cc1nnc(SCc2nnc(-c3ccccc3Br)o2)n1-c1ccccc1 | 1% | -0.4% | -1.0% | 9% | 3.3 | 61 | -0.2% | 9% | -2% | -5%
CCOc1ccccc1CNc1nc2ccccc2n1C | -23% | ? | -2.8% | 15% | 1.3 | 64 | -1.2% | 2% | -5% | 10%
CN1CCN(CCNC(=O)Nc2ccc([N+](=O)[O-])cc2)CC1 | 11% | -0.6% | 0.1% | -9% | 0.0 | 51 | -0.4% | 2% | -2% | 9%
COc1ccc(-c2noc(CCC(=O)N(C)c3cccc(C)c3)n2)cc1 | 1% | 18% | -0.3% | -11% | 1.1 | 51 | -0.4% | -2% | -6% | 0%
CN(CC(=O)Nc1ccc(N2CCOCC2)cc1)Cc1c(O)ccc2ccccc12 | 23% | -0.7% | -0.1% | -4% | 1.6 | 51 | -0.2% | 4% | 12% | 36%
Cc1cccc(OCCNC(=O)c2ncn[nH]2)c1 | 7% | 1.1% | 0.2% | -6% | 1.1 | 64 | -0.4% | -2% | -1% | nt
CCC(NC(=O)C1CCC1)c1ccc(C)cc1 (stereo unspecified) | 7% | 1.8% | 0.0% | 0% | -2.1 | 96 | 0.2% | 8% | -5% | 3%
Cc1ccc(S(=O)(=O)N2[C@@H](c3ccc(Cl)cc3)C(C(=O)O)=CC[C@H]2c2cccs2)cc1 | 12% | 6.7% | -1.1% | nt | 1.9 | 107 | nt | nt | 25% | 29%
S=c1[nH]nc(Cc2noc3ccccc23)n1-c1ccc(Cl)cc1 | 7% | -0.7% | 0.1% | -24% | 2.6 | 59 | 0.7% | 6% | -8% | 12%

Profiles, looked up by structure. Values in the order: Rac1 GTP hydrolysis	RSV CPE inhibition	UTI89 phage lysis	AID2073	NTR1 ag	NTR1 ag cell count 20 µM	West Nile antiviral	SIAH1 antagonists	NS5 inhibitors	Large T inhibition
`Cc1nnc(SCc2nnc(-c3ccccc3Br)o2)n1-c1ccccc1` in the list: 1%	-0.4%	-1.0%	9%	3.3	61	-0.2%	9%	-2%	-5%
`CC1CCC(NC(=O)C2CCC(CNS(=O)(=O)c3cccc4nsnc34)CC2)CC1` (stereo unspecified) in the list: 16%	0.1%	0.1%	3%	-0.7	68	0.1%	0%	1%	3%

Continuation:
SMILES | Rac1 GTP hydrolysis | RSV CPE inhibition | UTI89 phage lysis | AID2073 | NTR1 ag | NTR1 ag cell count 20 µM | West Nile antiviral | SIAH1 antagonists | NS5 inhibitors | Large T inhibition
O=C(O)C1CCN(c2ccc(S(=O)(=O)N3CCC(C(=O)O)CC3)cc2[N+](=O)[O-])CC1 | 8% | 0.7% | -0.2% | 8% | -1.4 | 35 | 0.1% | -1% | -7% | 16%
COc1cc(CN2CCc3ccccc3C2)cc([N+](=O)[O-])c1O | ? | -0.7% | 0.3% | 12% | -0.3 | 51 | -0.1% | -3% | 10% | 3%
CCOC(=O)C1(CCc2ccccc2)CCN(C(=O)c2occc2C)CC1 | 8% | 6.3% | -0.9% | 13% | 0.8 | 53 | -1.0% | 6% | -1% | 6%
O=C(C1CCCN(S(=O)(=O)c2cccc3nsnc23)C1)N1CCc2ccccc21 (stereo unspecified) | 3% | 5.3% | 0.3% | -3% | 3.0 | 63 | nt | 0% | 0% | 8%
Cc1c(N2C(=O)c3ccc(F)cc3C2=O)c(=O)n(-c2ccccc2)n1C | -5% | 1.3% | -0.3% | 11% | -0.8 | 82 | 0.3% | 0% | 5% | 6%
CCOCC(=O)N1CCN(c2cccc(Cl)c2)CC1 | -2% | -1.5% | 0.4% | 8% | -0.2 | 49 | 0.2% | 0% | 0% | 6%
C[C@H]1CN(S(=O)(=O)c2c(F)cccc2F)CCN1S(=O)(=O)c1ccc2c(c1)OCCO2 | 3% | nt | -0.1% | nt | -2.4 | 58 | nt | nt | -7% | nt
O=C(CSc1nc(-c2ccccc2)cs1)NCCCN1CCCC1=O | 0% | nt | 0.8%[50 µM] | nt | -1.9 | 65 | nt | nt | 8% | nt
Cc1ccc(Nc2c3c(nc4ccccc24)CCC3)cc1 | nt | ? | nt | -11% | 13 | 49 | -1.1% | 2% | nt | 18%
CCCSc1nn2c(=O)c3ccccc3nc2s1 | 18% | 1.8% | 0.3% | -7% | 0.6 | 46 | -0.5% | 2% | -4% | 1%
Cn1c2c(c(=O)n(C)c1=O)C(C(F)(F)F)(C(F)(F)F)N=C(c1ccccc1Cl)N2 | 9% | ? | 0.2% | 9% | 0.0 | 81 | 0.1% | 1% | -6% | 12%
CCOC(=O)N1CCC(N2Cc3cccc(C(=O)Nc4ccc(S(=O)(=O)N(CC)CC)cc4)c3C2=O)CC1 | 7% | 2.1% | 0.1% | 23% | 6.2 | 72 | -0.3% | 2% | -11% | 16%
O=C(NCC(=O)N1CCCC(C(F)(F)F)C1)c1ccccc1F (stereo unspecified) | 11% | 0.6% | 1.4%[50 µM] | nt | 0.2 | 96 | nt | nt | -1% | 11%
CCOc1ccc(S(=O)(=O)Nc2ccc(C(=O)NCc3ccncc3)cc2)cc1 | 9% | 4.1% | 1.3%[50 µM] | nt | -3.1 | 48 | nt | nt | -6% | nt
Cc1c(Cc2c(C)n(C)n(-c3ccccc3)c2=O)c(=O)n(-c2ccccc2)n1C | 6% | 0.7% | 6.4% | 1% | -0.2 | 39 | -0.1% | 7% | 6% | 0%
CCOC(=O)CNC(=O)c1ccc2[nH]c3c(c2c1)CCCC3 | 6% | 1.6% | 0.1%[50 µM] | 5% | 0.9 | 48 | -0.3% | 2% | 7% | 12%
CCC(C)C(NC(=O)CCC(=O)OCC(=O)[C@@]1(O)CCC2[C@@H]3CCC4=CC(=O)C=C[C@]4(C)C3[C@@H](O)C[C@@]21C)C(=O)O (stereo partly specified) | 6% | -2.6% | 0.1% | 7% | -1.1 | 73 | 0.9% | 4% | -4% | 5%
CCOC(=O)C1CCCN(C(=O)Nc2cccc(Cl)c2)C1 (stereo unspecified) | 8% | 4.2% | 0.0% | -10% | -0.7 | 50 | -0.8% | -1% | -5% | 20%
C[C@H](NC(=O)c1nc[nH]c1C(=O)N[C@@H](Cc1ccccc1)C(=O)OCc1ccccc1)C(=O)OC(C)(C)C | 1% | 39% | 0.0% | 34% | 26 | 71 | -0.9% | -2% | -9% | 24%
Cc1ccc(Nc2nc(-c3sc(C)nc3C)cs2)cc1 | 13% | -0.7% | 0.4% | -2% | 2.1 | 79 | 3.2% | -4% | -16% | 4%
CCCn1nc(C(=O)Oc2ccc3c(C)cc(=O)oc3c2)c2ccccc2c1=O | 8% | 0.9% | 0.3% | 38% | -0.2 | 57 | 1.3% | 10% | 1% | 21%
Cc1cccc(N=Cc2cc(Br)cc(Cl)c2O)c1 | 5% | 2.6% | -2.7% | 17% | 2.9 | 51 | 0.1% | -1% | -4% | 25%
CCCCc1nc2cc(C(=O)NCCc3c(C)n[nH]c3C)ccc2o1 | -2% | 2.4% | 0.6%[50 µM] | 31% | -0.3 | 80 | -0.2% | 18% | 0% | 16%
CCN1CCS/C1=C\C=C\C1=[N+](CC)CCS1 | 1% | nt | -0.5% | -1% | nt | nt | -1.4% | 1% | -22% | 14%
O=[N+]([O-])c1cc(C(F)(F)F)ccc1NCCNC(=S)Nc1ccc(Cl)cc1 | 4% | -3.9% | 0.0% | -8% | 41* | 53* | 3.1% | 2% | -3% | 4%
O=C(Cn1c(=O)cnc2ccccc21)NC1CCC(O)CC1 (stereo unspecified) | 7% | 0.7% | 0.8%[50 µM] | nt | -1.6 | 60 | nt | nt | 2% | 4%
